Furin inh: human furin inhibition; hit rate 0.061% among 220,000; purified furin, fluorogenic substrate cleavage; P09958; inhibition, % at 30 µM; AID 463115; in the data active means inhibition above about 25%; further: inactives centre near -15
zfTRPN1 agonist: zebrafish TRPN1 (NompC) channel agonism; activation, % at 3 µM; hit rate 0.18% among 220,000; HEK293 zebrafish TRPN1-YFP, Fluo-8 calcium fluorescence; 100% = response to 87 µM carbachol;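 active means activation above its plate's cutoff, the mean activation of test wells on that plate plus 3 SD, cut at about 19% in these data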;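 further: 0% = DMSO alone and 100% = 87 µM carbachol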
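Material: zebrafish TRPN1-YFP in HEK293 cells; Doses: single test compound dose, 3 µM nominal, 0.3% DMSO; Timing: dye loading 1 h at 37 °C, then 30 min room temperature; Technique: intracellular calcium fluorescence with Fluo-8; Benchmarks: high carbachol 87 µM, low DMSO alone.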
m-calpain inh: calpain II (pig) inhibition | purified calpain II, fluorogenic peptide substrate, 30 min | inhibition, % at 16 µM | hit rate 0.37% among 220,000 | AID 1236;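 active means inhibition above about 50%, limit read from the data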
Tb hexokinase: T. brucei hexokinase 1 inhibition. recombinant TbHK1, G6PDH-coupled NADH A340. inhibition, % at 10 µM. hit rate 0.11% among 220,000;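 active means inhibition of 50% or more in the single-dose primary screen; inactive means inhibition below 50%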
EBV gp42 block: EBV gp42 inhibition; inhibition, % (tested at 21.74 µM); Q1HVG2; Fluorescence polarization binding assay, mP read-out; hit rate 0.42% among 220,000; in the data active means inhibition above about 50%
Target sequence (Q1HVG2 whole entry, looked up): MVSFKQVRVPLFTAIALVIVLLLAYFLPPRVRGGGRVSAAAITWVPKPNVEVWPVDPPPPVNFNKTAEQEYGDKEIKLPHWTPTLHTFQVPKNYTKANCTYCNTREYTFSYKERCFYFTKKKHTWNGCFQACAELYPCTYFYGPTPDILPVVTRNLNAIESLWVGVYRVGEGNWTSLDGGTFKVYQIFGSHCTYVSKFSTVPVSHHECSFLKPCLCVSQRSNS
TRPML3 ag: human mucolipin-3 channel agonism. AID 1448. activation, % at 3 µM. hit rate 0.29% among 220,000. Q8TDD5. HEK293 TRPML3-YFP, Fluo-8 calcium fluorescence; 100% = the carbachol control signal;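 active means activation above its plate's cutoff, the mean activation of the plate's test wells plus 3 SD, cut at about 12% in these data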;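 further: 0% = DMSO only wells and 100% = carbachol wells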
Target sequence (Q8TDD5 whole entry, looked up): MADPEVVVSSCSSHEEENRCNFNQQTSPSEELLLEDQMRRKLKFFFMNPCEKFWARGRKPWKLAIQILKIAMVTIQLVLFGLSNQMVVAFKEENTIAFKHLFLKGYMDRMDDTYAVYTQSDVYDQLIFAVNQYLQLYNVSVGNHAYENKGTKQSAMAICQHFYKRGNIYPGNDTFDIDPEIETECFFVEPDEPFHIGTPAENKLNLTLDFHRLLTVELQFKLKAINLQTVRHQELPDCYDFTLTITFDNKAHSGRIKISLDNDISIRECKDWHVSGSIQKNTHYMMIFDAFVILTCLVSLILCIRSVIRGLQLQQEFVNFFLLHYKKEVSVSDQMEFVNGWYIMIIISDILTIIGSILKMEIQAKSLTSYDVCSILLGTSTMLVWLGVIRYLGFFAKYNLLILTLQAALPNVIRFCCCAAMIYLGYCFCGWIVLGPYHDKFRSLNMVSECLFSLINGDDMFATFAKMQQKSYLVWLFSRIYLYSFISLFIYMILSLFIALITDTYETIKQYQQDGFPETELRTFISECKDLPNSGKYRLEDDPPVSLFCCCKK
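Material: HEK293 cells stably carrying human TRPML3-YFP; compound dosing: single dose, 3 µM final nominal compound, 0.3% DMSO final; incubation: 1-h 37 °C dye load, 5-s basal, 120-s post-compound reads; technique: Fluo-8 intracellular calcium fluorescence, excitation 470-495 nm, emission 515-575 nm; read-out basis: percent activation from peak-to-basal fluorescence ratio, scaled between DMSO and carbachol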
PPC-1+TRAIL kill: kills PPC-1 cancer cells in the presence of TRAIL; hit rate 0.41% among 220,000; cell killing (% activity), % at 4 µM; AID 1443; PPC-1 cells + TRAIL, ATPLite viability luminescence;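 active means cell killing above 50% in the first pass at 4 µM, then a duplicate retest at 5 µM averaging 50% or more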;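 further: plate controls were cells with TRAIL plus DMSO for no effect and medium-only wells lacking cells for full effect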
KCC2 mod: modulators of human KCC2 chloride dependent transport; Q9H2X9; KCC2 cells, thallium flux FluoZin-2 fluorescence; B-score of Tl+ flux slope (higher = more flux/activation; lower = inhibition) at 10 µM; hit rate 2.2% among 190,000;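 active means thallium flux slope and its plate-corrected score both differing from the plate sample mean at a set confidence after two filtering rounds, in either direction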;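 further: slope of fluorescence scaled to starting intensity during 10 to 20 s after thallium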
thrombin 1536: blocks human thrombin protease activity; P00734; alpha-thrombin, Boc-VPR-AMC fluorogenic substrate cleavage; inhibition, % at 5 µM; hit rate 0.26% among 220,000;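 active means inhibition at or above 40%; inactive means inhibition below 40%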;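 further: 0% = enzyme with no compound and 100% = wells without enzyme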
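System: Human alpha-thrombin protein | Medium: pH 7.5 Tris (50 mM) with NaCl 150 mM, Tween 20 0.05% | Times: Enzyme reaction carried out at room temperature | Detection: AMC fluorescence, 355/460 nm | Evaluation: Percent inhibition scaled between no-compound controls and no-enzyme blanks | Benchmarks: Enzyme without compound as high, wells lacking enzyme as low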
* = called active by the depositor; i = inactive; nt = no result given; [ ] = remark or other dose. Compounds were not picked by outcome. Share with any hit: about 3.6%.

SMILES	Furin inh	zfTRPN1 agonist	m-calpain inh	Tb hexokinase	EBV gp42 block	TRPML3 ag	PPC-1+TRAIL kill	KCC2 mod	thrombin 1536
Cc1nc2c(=O)n(-c3cccc(C(F)(F)F)c3)nc(C)c2s1	-11	2.1	22	-5	-7	-0.1	-4	-0.73	2
COCc1cc(=O)n2c([nH]c3ccccc32)c1C#N	-128	2.0	i	-13	-2	0.5	-24	nt	-21
CCOCC(=O)OCC(=O)Nc1cc(OC)c([N+](=O)[O-])cc1C	-20	0.6	25	-13	-6	0.4	2	-0.053	-19
CCCc1cnc(NCCNCC(O)COc2ccc(Cl)c(Cl)c2)nc1 (stereo not drawn)	-13	-0.3	21	20	-2	0.1	0	0.27	-2
O=C(OCCN=C1NS(=O)(=O)c2ccccc21)c1ccccc1	-7[20 µM]	-0.2	16	-4	10	0.9	8	nt	5
COCCN1C(=O)N[C@@H](c2ccc(Br)cc2)C(C(=O)OC)=C1C	-11	0.1	2	-10	5	-0.1	21	-0.15	-5
Cc1ccc(S(=O)(=O)N2CCN(C)CC2)c(C)c1	-9[20 µM]	1.5	-11	0	-17	0.8	1	0.95	-2
CCO[C@@H]1OC(C(=O)Nc2ccccc2)=C[C@H](c2ccccc2)[C@H]1CCCO	-33	2.2	7	-10	-8	0.7	19	-0.11	-4
CC1CCCCN1C(=O)CSc1nnc(-c2cccnc2)n1C1CCCCC1 (stereo not drawn)	-20[20 µM]	0.5	13	0	-13	1.2	19	-0.63	2
S=c1nc(C2CCCCC2)[nH]c2ccccc12	-11	-2.3	-3	-10	10	-0.6	4	86*	1
COC(=O)c1ccc(OCCN2C3=NCCN3c3ccccc32)cc1	-32	-0.3	-15	13	-12	1.0	29	nt	-2
CCOC(=O)C1CCN(C(=O)COc2ccc(Cl)cc2C)CC1	-20[20 µM]	-1.1	0	-4	4	0.5	27	nt	0
C=CCn1c(O)c(C2=c3ccccc3=NC2=O)s/c1=N/c1nccs1	-7	-0.7	-106	-10	8	0.2	16	1.6	0
COc1ccccc1-c1c(C)nn2c(N3CCN(Cc4ccccc4)CC3)cc(C)nc12	3	-0.5	-36	-24	-14	0.6	23	-0.77	-3
Cc1cc(NC(=O)C(C)SCC(=O)O)no1 (stereo not drawn)	-20	-0.1	20	3	-5	0.7	2	-0.51	16
O=C(/C=C/Nc1ccccc1C(F)(F)F)c1ccco1	-7	-1.1	-33	-9	-5	-0.1	nt	-0.4	-5
CN(C(=S)Nc1ccccc1)c1ccccc1	-11	0.6	1	-4	-5	0.8	18	-1.4	-2
N#Cc1c(NC(=O)c2cc([N+](=O)[O-])ccc2N2CCOCC2)sc2c1CCCC2	-23	-0.3	-16	-7	-4	1.1	23	-0.13	1
Cc1cc(/C=N/NC(=O)c2c(Br)cnn2C)c(C)n1-c1cccc(Br)c1	-27	-2.5	-36	-13	8	-1.1	5	-0.91	-1
NNC(=O)Cc1csc(-c2ccccc2)n1	-21	-0.7	24	-4	-6	0.4	10	nt	0
CCOC(=O)/C=C1\SCC(=O)N1CC(=O)N1CCOCC1	-35	-0.2	-23	-4	4	1.0	4	-0.41	-12
CCc1cc(SC#N)ccc1N	-24	-0.8	1	1	-3	-0.3	10	-0.35	-6
CC(C)NC(=S)NN=C1CCCCCCCCCCC1	-9	1.6	55*	-1	-8	0.6	24	0.8	0
CCOC(=O)c1cc(-c2csc(-c3ccc(C(C)(C)C)cc3)n2)on1	-27	-0.2	-3	0	-4	0.9	-9	0.11	0
N=C1CCCN1CC(=O)c1cccs1	-23	1.4	-20	4	-14	0.5	16	-0.04	-2
CS(=O)(=O)N(CC(=O)N1CCC(C(N)=O)CC1)c1ccc(Cl)c(C(F)(F)F)c1	-4[20 µM]	1.8	-9	-7	-29	0.9	-27	2.9	2
Nc1ccccc1-c1n[nH]c(=S)s1	-26	1.1	-256	-16	-25	0.6	6	2.6	-13
Cc1ccc(-c2cc(C(=O)Nc3cc(C(=O)O)ccc3C)c3ccccc3n2)cc1	-27	0.4	38	-3	1	0.9	5	-0.8	3
Cn1nc(CC(=O)Nc2ccc3c(c2)OCCO3)c2ccccc2c1=O	-24	12	-11	-2	-9	4.7	27	0.43	0
COc1cccc(OCCOc2cccc(/C=N/n3cnnc3)c2)c1	-7[20 µM]	1.1	-10	0	-19	0.3	8	nt	2
CCCc1cc(-c2n[nH]c(C(=O)OCC)c2-c2cscn2)c(O)cc1O	-20[20 µM]	0.2	8	8	-3	1.2	-2	-0.82	-4
C/C(=N\NS(=O)(=O)c1cccc([N+](=O)[O-])c1)c1cc2ccccc2o1	-17[20 µM]	0.2	-15	-26	-16	0.1	9	-0.38	2
CCN(CC)C(=O)c1oc2ccc(S(=O)(=O)N3CCCCCC3)cc2c1C	-17[20 µM]	1.5	9	-1	-19	1.1	-6	-0.97	-5
COc1ccc(-n2nc3c(N)n[nH]c3cc2=O)cc1	-15	0.6	-31	-14	-1	0.1	22	-0.61	-5
O=C(O)CCN(Cc1ccccc1)S(=O)(=O)c1c(Cl)cccc1Cl	5	0.3	16	1	-12	0.6	8	-6.6*	13
C#CC(C)(CC)NC(=O)Cn1nnc(-c2ccc(S(C)(=O)=O)cc2)n1 (stereo not drawn)	-20	1.5	-33	-2	-11	1.7	3	-0.79	-1
CC(Nc1cc(=O)n(C)c(=O)n1C)c1ccccc1 (stereo not drawn)	-13	-0.3	-19	3	-19	0.5	18	0.48	1
CCOC(=O)c1c(C)n(C)c2cc(-c3ccc(F)cc3)c(O)cc12	-16	-1.0	-5	-4	-1	-0.1	14	-0.11	3
CCCc1cc(=O)[nH]c(SCC(=O)N2N=C(c3ccc(Cl)cc3)CC2c2ccco2)n1 (stereo not drawn)	1	-1.1	18	18	-3	0.6	7	-0.038	-10
COc1ccccc1NC(=O)CCc1nc(-c2ccccc2F)no1	-14	0.3	11	0	-8	0.1	-6	-0.94	-3

Pulled one by one from the entries so far, three records:
SMILES	Furin inh	zfTRPN1 agonist	m-calpain inh	Tb hexokinase	EBV gp42 block	TRPML3 ag	PPC-1+TRAIL kill	KCC2 mod	thrombin 1536
CCOC(=O)c1cc(-c2csc(-c3ccc(C(C)(C)C)cc3)n2)on1	-27	-0.2	-3	0	-4	0.9	-9	0.11	0
COc1ccccc1-c1c(C)nn2c(N3CCN(Cc4ccccc4)CC3)cc(C)nc12	3	-0.5	-36	-24	-14	0.6	23	-0.77	-3
Cc1cc(/C=N/NC(=O)c2c(Br)cnn2C)c(C)n1-c1cccc(Br)c1	-27	-2.5	-36	-13	8	-1.1	5	-0.91	-1

(further entries)
SMILES	Furin inh	zfTRPN1 agonist	m-calpain inh	Tb hexokinase	EBV gp42 block	TRPML3 ag	PPC-1+TRAIL kill	KCC2 mod	thrombin 1536
Cc1ccnc(NS(=O)(=O)c2ccc(CC(C)C)cc2)c1	-9[20 µM]	0.4	-93	-4	-10	0.2	13	nt	-5
O=C(Nc1ccc(O)c(-c2nc3ccccc3o2)c1)C1(c2ccc([N+](=O)[O-])cc2)CCCC1	-7	-0.3	-48	-8	-8	0.2	-10	0.58	-13
O=c1c2cc(NC(=S)NCCCN3CCC(Cc4ccccc4)CC3)ccc2nc2n1CCCCC2	-19	5.5	-21	-3	-9	4.9	43	-0.035	-10
CCOC(=O)CCCCC(=O)c1[nH]c(=O)[nH]c1CSc1nc2ccccc2[nH]1	-8[20 µM]	0.2	17	-8	-26	-0.1	4	0.041	2
CC(C)C[C@H](NC(=O)c1nc[nH]c1C(=O)NCC(=O)OC(C)(C)C)C(=O)OCc1ccccc1	-10	nt	45	1	-11	nt	-7	-0.098	0
CC(=O)Nc1ccc(N2C(=O)CC(Sc3nc4ccccc4s3)C2=O)cc1 (stereo not drawn)	-14	-0.6	17	-9	-7	0.0	3	0.34	-1
CC(C)(C)CC(C)(C)NC(=S)Nc1ccc(S(=O)(=O)N2CCOCC2)cc1	-21	3.4	-3	-7	-1	2.3	8	0.19	-2
O=C(NNc1cc(Cl)ccc1Cl)C1CCC1	-19	-0.3	10	3	11	0.2	3	0.22	-3
C=CCn1c(SCc2cccc(C#N)c2)nnc1-c1ccccc1O	-7	0.7	-20	3	6	-0.6	11	-0.25	-8
COc1ccc(NC(=O)CSc2ncnc3c2cnn3CCc2ccccc2)cc1	-25[20 µM]	-2.0	15	5	-7	0.3	-5	-0.44	-1
CCc1cc2c(C)cc(C)cc2nc1SCC(=O)Nc1cc(C)on1	-4	-1.0	20	-9	-21	0.2	-2	-0.34	-1
COc1c(Cl)cc(Cl)cc1C(=O)Nc1ccc(NC(C)=O)cc1	-28	0.0	-23	1	-29	0.7	3	-0.38	-11
O=C(NNC(=O)c1cnccc1C(F)(F)F)c1ccc(Cl)cc1	-20	1.3	-4	-14	-15	0.0	-2	1	-4
CS(=O)(=O)N1CCN(c2nc(-c3ccc(F)cc3)cs2)CC1	4	0.0	-19	5	-7	0.0	37	-1.2	-6
CC(C)OCCCNS(=O)(=O)c1ccc2c(c1)OCCO2	-21[20 µM]	-0.1	-3	-5	-7	0.2	2	0.06	3
COc1cc(NS(=O)(=O)c2ccc(NC(=S)NC(=O)c3sc4cc(F)ccc4c3Cl)cc2)nc(OC)n1	-15	-1.0	20	4	-7	1.3	24	-2.1	-4
O=c1c2ccccc2cnn1CCOc1ccccc1	-16	-1.8	3	-4	-6	-0.6	43	-0.33	0
COC(=O)c1ccc(Cn2nnc3ccccc3c2=O)o1	-10	1.1	20	1	-7	-0.1	-2	-0.045	8
COC(=O)C1=C(C)NC(=O)NC1c1ccc(-c2ccc(F)cc2)o1 (stereo not drawn)	-12	0.2	-8	6	-9	0.5	3	-1.6	-8
O=C(CSc1ncc(-c2ccccc2)[nH]1)Nc1ccccc1F	-19	-2.6	16	2	12	-1.2	11	-0.89	-14
Cc1ccc(CSCC(=O)NCc2cccs2)cc1	-15	-3.1	-7	3	-6	-1.4	3	-1.2	-4
Cc1c(C(=O)Nc2ccc(F)cc2)oc2ccc(S(=O)(=O)N3CCC4(CC3)OCCO4)cc12	-37	1.0	-58	-5	11	0.8	8	0.18	-7
CCOc1ccccc1C(=O)N(C)Cc1cc2cc(OC)ccc2[nH]c1=O	-28	2.0	-182	-18	-13	0.2	1	nt	4
CCN(CC)C(=O)c1c(C)[nH]c(=S)c(C#N)c1-c1ccco1	-7	-1.2	-19	-6	-46	0.3	12	-0.17	-11
C=C(C)CC1(NC(C)c2ccccc2)CCCCC1 (stereo not drawn)	-3	-1.1	20	8	3	0.0	-3	-0.48	-9
CN1C2CCC1/C(=C\c1ccccc1Cl)C(=O)/C2=C\c1ccccc1Cl	nt	nt	-39	nt	7	nt	13	nt	-2
CCOC(=O)c1sc(NC(=O)c2ccncc2)c(C#N)c1C	-29	0.7	-4	-11	-4	2.2	-1	-2.1	-5
CN(Cc1cn(C)nc1-c1cccc(Cl)c1)Cc1nccn1C	-8	0.0	24	-3	-16	0.2	15	-1.7	-7

Whole records, quoted from the list. Order of values: Furin inh | zfTRPN1 agonist | m-calpain inh | Tb hexokinase | EBV gp42 block | TRPML3 ag | PPC-1+TRAIL kill | KCC2 mod | thrombin 1536
O=c1c2ccccc2cnn1CCOc1ccccc1 is listed with -16 | -1.8 | 3 | -4 | -6 | -0.6 | 43 | -0.33 | 0
O=C(O)CCN(Cc1ccccc1)S(=O)(=O)c1c(Cl)cccc1Cl is listed with 5 | 0.3 | 16 | 1 | -12 | 0.6 | 8 | -6.6* | 13

Bioassay records from PubChem BioAssay.
